Screens (PubChem BioAssay)
MPTP inh – blocks calcium-induced mitochondrial swelling | inhibition, % at 10 µM | actives 1.4% (n = 360,000) | isolated mouse mitochondria, Ca2+ swelling absorbance, 30 min;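 active = inhibition of 50% or more, scaled per plate between neutral and stimulator controls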;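 note: 0% = DMSO wells given calcium and 100% = 1 mM EGTA wells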
SENP8 inh – inhibitors of human SENP8 protease. Q96LD8. AID 602440. actives 0.64% (n = 360,000). inhibition, % at 20 µM. recombinant SENP8, Nedd8 substrate fluorescence; in the data active = inhibition mostly above about 40%, no sharp cut-off; inactive = mostly below about 27%
PfGluPho inh – PfG6PD (Plasmodium falciparum) enzyme inhibition; inhibition, % at 20 µM; PfGluPho enzyme, NADPH resazurin-diaphorase fluorescence; actives 0.78% (n = 350,000); AID 504690;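 active = inhibition reaching at least a set limit at 20 µM in the primary screen, cut at about 59% in these data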;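 note: 0% = DMSO wells with substrate and 100% = DMSO wells lacking glucose-6-phosphate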
SENP6 inh – SENP6 protease inhibition. Recombinant SENP6 catalytic domain, aminoluciferin luminescence. Q9GZR1. inhibition, % at 10 µM. actives 1.8% (n = 330,000);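 active = inhibition above about 50% at the single tested dose, limit read from the data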;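 note: plate controls were DMSO wells with enzyme for no effect and DMSO wells lacking enzyme for full effect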
hIAP act – increases human intestinal alkaline phosphatase activity; P09923; purified human IAP, CDP-Star luminescence, 30 min; hits give high values; 1 = vehicle-only enzyme, 0 = enzyme-free background; activation factor at 10 µM; actives 0.16% (n = 330,000);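 active = activation factor of the enzyme at least 2-fold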; note: the source names both 10 and 20 µM as test concentration; values of inactives mirror those of a sister screen read the other way
GRIN3A LBD mod – modulates the human NR3A ligand-binding domain; AID 1259313; NR3A LBD differential scanning fluorimetry, Tm shift; 0% = protein alone, 100% = glycine-bound protein; Tm shift relative to glycine control, % at 25 µM; actives 2.5% (n = 340,000);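 active = melting temperature shift of at least 10% of the positive control shift, at one fixed dose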
SENP1 inh – inhibitors of human SENP1 SUMO protease catalytic domain. recombinant SENP1 catalytic domain, CyPet-SUMO1-YPet FRET cleavage. inhibition, % at 10 µM. actives 0.21% (n = 360,000). AID 624204;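 active = inhibition at least 30% at 10 µM, raw YFP signal under a set limit, fluorescence ratio 0.5 to 1.5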;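 note: 0% = enzyme with DMSO and 100% = no enzyme wells; some results filed as inactive read as strong as hits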
Target sequence (Q9P0U3 419-644 limits assumed): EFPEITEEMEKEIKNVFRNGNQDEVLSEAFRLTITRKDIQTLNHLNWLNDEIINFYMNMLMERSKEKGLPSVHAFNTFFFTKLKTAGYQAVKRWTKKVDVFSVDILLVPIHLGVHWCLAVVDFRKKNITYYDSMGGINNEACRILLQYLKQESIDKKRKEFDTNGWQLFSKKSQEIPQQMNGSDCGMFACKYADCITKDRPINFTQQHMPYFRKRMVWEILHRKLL
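Material: hSENP1 catalytic domain, recombinant; medium: Tris pH 8 with BME, BSA, NP40 and catalase; compound: single concentration of 10 µM compound, 0.5% DMSO final; technique: FRET read of cyan and yellow fluorescence; timing: 50 min enzyme reaction, room temperature, light-protected; reagent: SFCypet-SUMO1-SFYpet substrate at 25 nM; control set: no-enzyme low, enzyme-DMSO high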
ATG4B inh – blocks human ATG4B protease cleavage of LC3 substrate; inhibition, % at 8.33 µM; Q9Y4P1; actives 0.51% (n = 340,000); ATG4B cleavage of LC3-PLA2, NBD-HPC fluorescence, 1 h; AID 504462; in the data active = inhibition above about 40%
Target sequence (Q9Y4P1 whole entry, looked up): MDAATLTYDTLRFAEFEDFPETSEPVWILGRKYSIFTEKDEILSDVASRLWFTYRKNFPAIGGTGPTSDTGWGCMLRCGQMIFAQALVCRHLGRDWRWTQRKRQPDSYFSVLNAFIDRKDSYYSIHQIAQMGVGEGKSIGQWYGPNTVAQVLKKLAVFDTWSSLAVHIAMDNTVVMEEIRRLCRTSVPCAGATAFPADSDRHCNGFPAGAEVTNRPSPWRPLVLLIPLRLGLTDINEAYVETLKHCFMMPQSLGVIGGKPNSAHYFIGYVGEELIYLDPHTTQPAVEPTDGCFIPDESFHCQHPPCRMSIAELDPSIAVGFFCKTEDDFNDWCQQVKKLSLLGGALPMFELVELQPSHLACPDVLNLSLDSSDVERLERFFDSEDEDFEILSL
* = called active by the depositor; i = inactive; x = no result given.

SMILES	MPTP inh	SENP8 inh	PfGluPho inh	SENP6 inh	hIAP act	GRIN3A LBD mod	SENP1 inh	ATG4B inh
CCOc1ccc(OCC(=O)NCCS(=O)(=O)N2CCN(c3ccccc3)CC2)cc1	0.6	8.2	1.1	x	x	x	2.3	x
O=C(O)c1ccccc1C(=O)c1cccc2c(Br)cccc12	-1.5	2.4	-25.4	x	x	-8.7	1.7	-1.5
O=c1[nH]cnc2c1ccn2C1OC(CO)C(O)C1O (stereo not given)	-1.5	41.2*	7.4	x	x	0.8	-0.2	-21.5
Cc1ccc(C)c(N=Cc2c(O)c3ccccc3oc2=O)c1	1.1	-255.5	-4.8	-6.5	0.899	1.6	-36.8	6.3
CCCCN(CC)C(=O)CN1C(=O)c2ccccc2C1=O	1.8	29.3	-8.0	13.3	1.01	0.5	1.3	-0.2
O=c1c2c(nc3c(-c4ccccc4)c[nH]n13)CCCC2	-17.1	i	7.4	13.1	1.04	-1.9	-1.9	-3.1
CCCN1C(=O)C(NS(=O)(=O)c2ccc(N)cc2)(C(F)(F)F)C(C(=O)OC)=C1C (stereo not given)	-3.7	22.4	-7.5	-8.4	0.952	13.6*	1.2	2.2
CCN1C(=O)/C(=C/c2ccc(C)s2)SC1=Nc1ccc(OC)cc1	-0.5	36.7	11.8	-18.5	1.06	-0.6	1.8	11.3
Cc1c(Nc2ncnc3c2cnn3-c2ccccc2)c(=O)n(-c2ccccc2)n1C	0.1	6.7	6.2	-24.0	1.22	-1.5	0.1	-5.2
CN(Cc1c(C(=O)N/N=C/c2cccc(F)c2)nnn1-c1nonc1N)c1ccccc1	0.7	23.2	37.5	2.9	1.29	36.8*	3.5	-6.4
O=C(NCc1ccccn1)c1cc(-c2ccc(-c3ccccc3)cc2)nc2ccccc12	2.5	-397.7	18.7	21.8	0.936	-3.9	-6.7	25.5
O=C(Cc1ccc(NC(=O)C2CCN(C(=O)C3CCCCC3)CC2)cc1)Nc1cccc(C(=O)N2CCCCC2)c1	3.3	0.0	-0.6	x	x	0.3	2.7	-16.7
CC(=O)C1(O)CCC2C3CCC4CC(=O)CCC4(C)C3C(=O)CC21C (stereo not given)	-0.8	5.8	-13.4	x	x	1.3	0.6	-1.9
COc1ccc(S(=O)(=O)N2CCN(C(=O)c3cc(-c4ccc(Br)cc4)n[nH]3)CC2)cc1OC	-1.4	3.6	18.6	9.2	0.92	-0.2	2.9	-13.7
O=C1/C(=C/c2ccc3c(c2)OCO3)SC(=S)N1CCC(=O)N(CCO)c1ccccc1	1.2	21.6	2.3	x	x	x	-26.5	x

Part of the list above, with two lines to a compound:
The line under a structure holds: MPTP inh	SENP8 inh	PfGluPho inh	SENP6 inh	hIAP act	GRIN3A LBD mod	SENP1 inh	ATG4B inh
- COc1ccc(S(=O)(=O)N2CCN(C(=O)c3cc(-c4ccc(Br)cc4)n[nH]3)CC2)cc1OC
    -1.4	3.6	18.6	9.2	0.92	-0.2	2.9	-13.7
- O=c1[nH]cnc2c1ccn2C1OC(CO)C(O)C1O (stereo not given)
    -1.5	41.2*	7.4	x	x	0.8	-0.2	-21.5
- O=C(Cc1ccc(NC(=O)C2CCN(C(=O)C3CCCCC3)CC2)cc1)Nc1cccc(C(=O)N2CCCCC2)c1
    3.3	0.0	-0.6	x	x	0.3	2.7	-16.7
- CN(Cc1c(C(=O)N/N=C/c2cccc(F)c2)nnn1-c1nonc1N)c1ccccc1
    0.7	23.2	37.5	2.9	1.29	36.8*	3.5	-6.4
- O=C1/C(=C/c2ccc3c(c2)OCO3)SC(=S)N1CCC(=O)N(CCO)c1ccccc1
    1.2	21.6	2.3	x	x	x	-26.5	x
- Cc1c(Nc2ncnc3c2cnn3-c2ccccc2)c(=O)n(-c2ccccc2)n1C
    0.1	6.7	6.2	-24.0	1.22	-1.5	0.1	-5.2

Some values from above:
O=c1[nH]cnc2c1ccn2C1OC(CO)C(O)C1O (stereo not given) @ MPTP inh = -1.5
O=C(NCc1ccccn1)c1cc(-c2ccc(-c3ccccc3)cc2)nc2ccccc12 @ MPTP inh = 2.5

Following part.
SMILES	MPTP inh	SENP8 inh	PfGluPho inh	SENP6 inh	hIAP act	GRIN3A LBD mod	SENP1 inh	ATG4B inh
O=C(CCS(=O)(=O)c1ccc2c(c1)NC(=O)CS2)NCCc1ccccc1	-0.7	14.6	-9.9	7.0	0.765	-1.1	3.2	2.4
CC(=O)N(OCc1ccc(OC(C)C)c(Cl)c1)C(C)=O	1.5	17.8	-13.0	2.6	1.09	-1.2	1.9	-2.6
COc1ccc(OC)c(C(=O)c2ccccc2)c1	-0.2	3.1	15.3	-11.3	1.07	x	1.4	-6.8
Cc1ccc(N(CC(=O)NCCc2ccccc2)C(=O)CCC(=O)Nc2cc(C)ccn2)cc1	-0.5	4.4	-5.6	-7.6	0.821	0.0	1.6	-0.6
CCCCOc1ccc(C(=O)Nc2ccc(N3CCN(C(C)=O)CC3)cc2)cc1	5.2	20.8	-7.3	-19.5	1.05	0.3	-1.0	-7.1
O=[N+]([O-])c1ccc(/C=N\N2CCN(Cc3ccccc3Cl)CC2)cc1	-0.2	32.2	15.1	x	x	x	1.8	x
O=C(CCCOc1ccc(Cl)cc1Cl)Nc1cccnc1	1.4	14.6	6.5	-11.4	0.983	1.9	0.8	-0.1
Cc1cc(C)n(-c2nc3ccccc3c(=O)n2OCC(C)C)n1	10.2	12.9	1.4	-5.8	0.938	0.5	3.0	6.3
CCOC(=O)c1cc(S(=O)(=O)N2CCN(Cc3ccccc3)CC2)cn1C	-1.0	11.5	-9.1	-12.0	0.777	-3.8	0.0	-4.0
O=C(O)c1cccnc1SC1CC(=O)N(Cc2ccccc2)C1=O (stereo not given)	0.6	18.1	-1.0	-4.1	1.47	-0.7	1.5	-1.9
CCOc1ccccc1/C=N/n1c(C2CCCCC2)n[nH]c1=S	0.0	19.7	20.2	-15.1	1.01	0.9	1.3	-2.4
Cc1ccc(OCC(=O)OCC(=O)NC2CCS(=O)(=O)C2)cc1C (stereo not given)	-0.1	8.6	-8.8	x	x	x	3.1	x
CCn1nnc2cc(C(=O)Nc3cc(OC)cc(OC)c3)ccc21	1.2	1.0	6.0	-0.7	1.02	1.7	-2.8	-5.9
O=C(COC(=O)c1cc(S(=O)(=O)Nc2ccccc2Cl)ccc1O)Nc1nc2ccccc2s1	90.4*	-282.2	-6.4	x	x	23.8*	-0.2	32.8
Cc1ccccc1NS(=O)(=O)c1cc(C(=O)Nc2cccc(N(C)S(C)(=O)=O)c2)ccc1C	2.0	1.7	7.5	-8.8	1.05	x	1.6	-39.9
COc1cccc(CN(CCC(C)C)S(=O)(=O)c2cc(Br)ccc2Br)c1	-0.3	16.2	19.7	x	x	15.4*	0.8	1.0
CCN(CC(=O)Nc1ccc(OC)cc1)C(=O)c1ccc(N2CCCC2=O)cc1	-1.1	6.6	14.2	-17.1	0.905	0.1	3.9	-5.6
